BoNT F protease = BoNT/F light chain protease inhibitors, primary screen, biochemical, flow cytometry, MLPCN library; Multiplex microsphere protease cleavage assay; inhibition, % at 10 µM; hit rate 0.22% among 360,000; AID 588497, 2011; in the data active = inhibition above about 35%, passing the limit was not always enough; inconclusive = no clear call, values can overlap the other calls; note: plate controls were buffer without enzyme for full effect and enzyme alone for no effect
BioA inh = M. tuberculosis BioA enzyme inhibitors, primary screen, biochemical, plate reader, single point, HTS | 7,8-diaminopelargonic acid synthase BioA (Mycobacterium tuberculosis) | purified M. tuberculosis BioA enzyme | inhibition, % at 9.99 µM | hit rate 0.096% among 360,000; in the data active = inhibition above about 40%; inconclusive = no clear call, values can overlap the other calls
Rv3671c protease = Rv3671c serine protease inhibitors, primary screen, biochemical, fluorescence polarization, M. tuberculosis H37Rv. P9WHR9. inhibition, % at 5.96 µM. hit rate 0.048% among 320,000; in the data active = inhibition above about 38%;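 note: extracellular domain of Rv3671c used as enzyme; 0% = enzyme with DMSO and 100% = no enzyme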
CCHFV vOTU inh = CCHFV vOTU protease inhibitors, primary screen, biochemical, Pep-AMC substrate, fluorescence | Crimean-Congo hemorrhagic fever virus L polyprotein viral ovarian tumor (vOTU) protease … | inhibition, % at 11.5 µM | hit rate 0.55% among 370,000; note: 0% = vehicle wells with enzyme and 100% = no enzyme wells
GDH-TPI inh = GDH-TPI coupling enzyme inhibitors, primary screen, artefact control for M. tuberculosis FBA inhibitor project, biochemical, absorbance, full deck | hit rate 1.2% among 360,000 | inhibition, % at 4.8 µM | GDH-TPI coupled enzyme counterscreen, NADH absorbance;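 note: 0% = DMSO wells and 100% = wells lacking the enzyme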
FadD28 FP inh = inhibitors of FadD28 bisubstrate probe binding, primary screen, biochemical, fluorescence polarization, single point. inhibition, % at 12.5 µM. hit rate 0.22% among 360,000. AID 588549, 2011; in the data active = inhibition above about 8.5%, passing the limit was not always enough; inconclusive = no clear call, values can overlap the other calls
MazF activator = activators of E. coli MazEF toxin-antitoxin RNase, primary screen, biochemical, fluorescence, uHTS; Endoribonuclease toxin MazF (Escherichia coli (strain K12)), P0AE70; FAM/BHQ RNA-DNA oligo cleavage fluorescence, 5 h; activation, % at 20 µM; hit rate 0.32% among 350,000; in the data active = activation above about 50%
Target sequence (P0AE70 whole entry, looked up): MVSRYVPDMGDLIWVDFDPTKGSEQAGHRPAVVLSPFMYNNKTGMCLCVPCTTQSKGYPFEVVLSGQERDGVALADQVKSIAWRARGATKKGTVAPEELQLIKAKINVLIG
DUSP3 inh = VHR1 phosphatase inhibitors, primary screen, biochemical, absorbance, uHTS. Dual specificity protein phosphatase 3 (Homo sapiens), P51452. recombinant VHR phosphatase, pNPP absorbance. inhibition, % at 13.3 µM. hit rate 0.52% among 290,000; in the data active = inhibition above about 50%; note: some compounds called inactive have numbers as strong as hits
Target sequence (P51452 whole entry, looked up): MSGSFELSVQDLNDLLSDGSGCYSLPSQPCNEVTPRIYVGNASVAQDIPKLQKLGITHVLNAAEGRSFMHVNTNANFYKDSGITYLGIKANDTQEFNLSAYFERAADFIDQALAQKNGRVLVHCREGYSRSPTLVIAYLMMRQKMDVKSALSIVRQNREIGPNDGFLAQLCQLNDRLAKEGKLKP
FBA Mtb inh = Mtb FBA enzyme inhibitors, primary screen, biochemical, fluorescence, strain H37Rv; purified M. tuberculosis FBA, fluorescence read-out; hit rate 2.3% among 360,000; inhibition, % at 1 µM; Fructose-bisphosphate aldolase (Mycobacterium tuberculosis (strain ATCC 25618 / H37Rv)), …; in the data active = inhibition above about 27%;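 note: 0% = vehicle and 100% = reference inhibitor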
Target sequence (P9WQA3 whole entry, looked up): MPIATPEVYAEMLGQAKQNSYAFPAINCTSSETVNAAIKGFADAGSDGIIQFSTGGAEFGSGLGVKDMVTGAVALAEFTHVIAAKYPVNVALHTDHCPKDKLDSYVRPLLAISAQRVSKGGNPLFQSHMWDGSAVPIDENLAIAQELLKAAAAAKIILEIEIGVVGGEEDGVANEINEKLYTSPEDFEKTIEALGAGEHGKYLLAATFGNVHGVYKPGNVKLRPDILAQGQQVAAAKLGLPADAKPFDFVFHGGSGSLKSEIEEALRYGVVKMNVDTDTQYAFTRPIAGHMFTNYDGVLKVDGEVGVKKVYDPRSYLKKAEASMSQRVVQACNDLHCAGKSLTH
Mtb UGM inh = M. tuberculosis UGM enzyme inhibitors, primary screen, biochemical, fluorescence polarization, single point | UDP-galactopyranose mutase (Mycobacterium tuberculosis (strain ATCC 25618 / H37Rv)), … | inhibition, % at 10 µM | hit rate 0.06% among 320,000 | purified UGM, fluorescence polarization probe displacement | AID 504406, 2011; in the data active = inhibition above about 10%, passing the limit was not always enough; inconclusive = no clear call, values can overlap the other calls
Target sequence (P9WIQ1 whole entry, looked up): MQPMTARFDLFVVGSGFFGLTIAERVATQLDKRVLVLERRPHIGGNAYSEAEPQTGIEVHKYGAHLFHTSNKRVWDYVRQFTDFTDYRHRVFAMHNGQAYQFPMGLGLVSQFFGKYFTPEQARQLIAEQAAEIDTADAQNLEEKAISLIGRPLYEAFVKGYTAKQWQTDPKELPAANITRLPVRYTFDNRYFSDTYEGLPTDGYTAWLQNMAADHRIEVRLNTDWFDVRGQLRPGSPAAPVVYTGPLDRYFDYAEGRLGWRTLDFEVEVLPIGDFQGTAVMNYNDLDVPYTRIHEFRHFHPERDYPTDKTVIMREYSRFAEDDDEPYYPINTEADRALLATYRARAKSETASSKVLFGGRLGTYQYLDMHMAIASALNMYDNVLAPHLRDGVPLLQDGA
Active calls of the source: *; ? = inconclusive; nt = not tested or not shown. Cut-off read from the data, not from the text of the source, unless noted: active = inhibition above about 30%; inactive = the rest.

SMILES	BoNT F protease	BioA inh	Rv3671c protease	CCHFV vOTU inh	GDH-TPI inh	FadD28 FP inh	MazF activator	DUSP3 inh	FBA Mtb inh	Mtb UGM inh
O=C(CSc1nc(-c2ccco2)cc(C(F)(F)F)n1)NCCN1CCOCC1	0	0.2	0	22	8	-3.0	0	11	2	1.0
Cc1cc(=O)[nH]c2nnc(-c3ccc(Cl)cc3)n12	?	-1.1	2	-11	-3	-3.7	12	-6	-2	-1.6
Cc1ccc(-c2nnc(C)c(N3CCCC3)n2)cc1	-4	nt	14	-11	12	-1.4	4	12	-1	-0.6
Cc1ccc(-c2csc(-c3ccncc3)n2)cc1	-2	nt	10	-4	2	0.0	8	31	7	-0.7
O=C(C[C@H]1C/C=C\CC[C@H](Cc2ccc(F)cc2)C(=O)O[C@@H](c2ccccc2)CNC1=O)N[C@H](CO)Cc1ccccc1	-6	-0.8	-7	0	6	0.3	4	nt	2	-2.9
COC(=O)c1cccc(COC(=O)c2cc3ccccc3oc2=O)c1	4	-1.4	-2	2	23	-1.6	4	4	2	-2.8
CCOC(=O)C(NC(=O)CC)(Nc1ccccc1OC)C(F)(F)F (stereo not given)	0	-5.3	1	5	-4	-2.5	14	26	0	-1.7
O=C(NCCCc1ccccc1)C(=O)NCC1OCCN1S(=O)(=O)c1ccccc1 (stereo not given)	8	-1.6	-4	2	4	-0.1	-5	14	3	-0.3
COc1ccc(/C=N/NC(=O)c2ccccc2F)cc1CN1CCN(c2ccc(F)cc2)CC1	-10	nt	2	9	11	-0.1	-1	10	3	0.3
C=CC[N@@+]12CC[C@]34c5ccccc5N5/C=C6\C7N(/C=C(\C53)[C@@H](C[C@@H]41)/C(=C/CO)C2)c1ccccc1[C@@]71CC[N@@+]2(CC=C)C/C(=C\CO)[C@@H]6C[C@@H]12 (stereo not given in full)	2	0.3	-5	3	8	0.7	7	nt	2	2.9
O=C(CSc1nnc(-c2c[nH]c3ccccc23)n1C1CC1)NC1CCS(=O)(=O)C1 (stereo not given)	0	-4.5	nt	3	4	0.9	-5	nt	5	nt
COc1ccc(/C=N/NC(=S)Nc2ccccc2)cc1COc1ccccc1F	nt	nt	4	17	nt	nt	nt	-6	nt	-0.5
CS(=O)(=O)c1ccc2nnn(OCC(=O)Nc3ccc(Br)cc3Br)c2c1	2	nt	-1	-12	-4	-3.3	-3	1	1	3.8
Cc1cc2oc(=O)cc(CN3CCN(c4ccc(Cl)c(Cl)c4)CC3)c2cc1Cl	-5	0.0	nt	10	nt	-1.5	nt	nt	1	nt
COC(=O)c1ccc(N2CCN(C)CC2)c(NC(=O)COc2ccccc2Cl)c1	-8	0.5	3	23	-7	-1.7	-8	-20	-1	0.1
CCOC(=O)CSc1nnc(-c2cccc(Cl)c2)n1CC	-41	0.9	4	-4	-1	-2.4	4	12	0	3.6
CCN(C1CCCCC1)S(=O)(=O)c1ccc(C(=O)O)cc1	-2	-0.8	6	-7	-5	-4.7	4	-4	-1	-0.4
NC(=S)NN=C1C=CCCC1	-8	nt	nt	1	3	-2.4	17	nt	-3	nt
O=C(Cc1ccccc1)Nc1ccc2oc(=O)ccc2c1	-1	-0.9	5	-5	6	-1.1	9	10	2	-2.5
CN(C)S(=O)(=O)c1cccc(NC(=O)COC(=O)c2cc(=O)[nH]c(=O)[nH]2)c1	-5	nt	2	4	-1	-2.9	-4	6	0	2.3
COc1cc([N+](=O)[O-])ccc1NC(=S)NC(=O)CC(C)(C)C	5	nt	-5	7	1	?	31	9	-2	2.2
CCOc1ccc(C(=O)CCC(=O)NCC(=O)OCc2ccccc2)cc1OCC	6	-0.1	5	3	5	-1.5	7	-5	-1	0.2
O=C(CSc1nc2ccccc2s1)N/N=C/c1cc([N+](=O)[O-])ccc1O	-14	nt	13	-1	3	-4.0	-6	9	-6	4.6
O=C(CN1CCOCC1)Nc1ccc(Oc2ccccc2)cc1	-2	1.0	-7	-6	14	-4.8	1	4	-10	0.7
O=C(Cc1sc(Nc2ccccc2)nc1-c1ccccc1)NCc1ccccn1	-9	nt	-1	6	-2	0.7	29	17	3	-1.1
SMILES	BoNT F protease	BioA inh	Rv3671c protease	CCHFV vOTU inh	GDH-TPI inh	FadD28 FP inh	MazF activator	DUSP3 inh	FBA Mtb inh	Mtb UGM inh
Cn1c(N)c(C(=O)COC(=O)c2cc(C(F)(F)F)nc3ccccc23)c(=O)n(Cc2ccccc2)c1=O	nt	nt	-15	nt	nt	nt	-20	8	nt	1.5
O=C1c2ccccc2C(=O)N1CCCCCCc1ccccc1	4	0.5	3	-6	8	-0.4	2	nt	2	1.6
Cc1cccc(-c2nsc(SCC(=O)NCc3ccc4c(c3)OCO4)n2)c1	0	nt	4	-8	4	-0.2	19	3	4	-1.0
CCC1(CC)NC(=O)N(CC(=O)OCC(=O)Nc2ccccc2OC(F)F)C1=O	nt	-0.2	-1	10	-2	1.1	4	nt	0	-2.8
COC(=O)c1ccc(CN2CCN(Cc3ccc(C(=O)OC)o3)CC2)o1	0	-0.9	4	-11	12	-0.5	-2	15	2	-2.9
CCCC(=O)Nc1nc2n(n1)C(c1ccccc1)CC(=O)N2 (stereo not given)	0	-0.1	2	1	15	0.7	5	21	-1	2.4
N#CCCN1CCN(S(=O)(=O)c2cc(Cl)ccc2Cl)CC1	1	0.8	-5	1	6	-2.9	4	18	3	-0.3
Cc1ccc(SCC(=O)OCC(=O)NC2(C#N)CCCCC2)cc1	-11	-0.6	nt	-4	-5	-1.0	-2	-9	1	-1.2
NCc1csc(Nc2cc(Oc3ccccc3)ncn2)n1	-8	0.1	nt	8	1	1.3	nt	nt	-3	nt
CC1c2ccccc2SC(CCCN(C)C)c2ccccc21 (stereo not given)	-6	nt	-5	5	6	-4.1	13	36	0	1.4
COc1cc2c(cc1NC(=O)Nc1ccc(F)cc1)oc1ccccc12	4	-4.2	-7	-6	10	-1.3	3	1	1	-1.7
Cc1ccc(C(C)C)c(OCCNCCc2ccccc2)c1	-12	-2.4	3	23	15	-2.6	4	-6	5	0.0
COC(=O)C1C2CC[C@@H](CC1OC(=O)c1ccccc1)N2 (stereo not given in full)	7	-2.8	-5	nt	-3	1.6	3	nt	7	nt
CC(c1ccon1)N(C)C(=O)CCc1nnc(CCCCc2ccccc2)o1 (stereo not given)	-2	4.5	3	-17	13	-3.3	0	22	-1	-0.5
CCOC(=O)CSc1nc(-c2ccccc2)cc(C(F)(F)F)n1	19	2.1	-9	11	3	-3.1	5	-1	0	-0.6
CCOC(=O)c1c(/N=C/N(C)C)sc(/C=N/Nc2ccccc2)c1-c1ccc(Cl)cc1	-11	nt	3	-5	4	-3.1	-3	-11	-1	0.4
COc1cc(S(=O)(=O)N2CCN(Cc3ccc4c(c3)OCO4)CC2)ccc1NC(C)=O	4	-0.3	-2	-4	-8	-3.5	nt	nt	1	-2.2
C=CCN(Cc1ccc(Cl)s1)C(=O)c1ccc(F)c(S(=O)(=O)N2CCOCC2)c1	-8	2.5	-3	1	3	-1.8	10	nt	-1	1.1
CC[C@H](C)[C@@H](COC=O)NC(=O)[C@H]1O[C@@H](n2ccc(N)nc2=O)[C@H](O)[C@@H]1O	4	6.5	nt	0	nt	-4.3	nt	nt	-3	nt
COc1ccc(-c2csc(NC(=O)c3ccccc3OC)c2C(=O)O)cc1OC	-8	0.7	-3	13	-6	-2.5	1	6	1	-0.3
O=c1[nH]c(C2CCCN(S(=O)(=O)c3ccccc3)C2)nc2c1nnn2Cc1ccc2c(c1)OCCO2 (stereo not given)	-1	0.2	2	8	0	-0.4	4	1	-1	0.1
CCn1c(C)[n+](CC)c2ccc(S(=O)(=O)N(C)C)cc21	-10	-0.2	-6	2	1	-1.2	-30	19	2	0.3
NCCCCCC(=O)N/N=C/c1coc2ccccc2c1=O	1	nt	-1	-11	8	-2.8	11	20	-1	0.1
CCOC(=O)N1CCN(S(=O)(=O)N2CCCC(C(=O)NCCc3ccc(C)cc3)C2)CC1 (stereo not given)	-1	-1.6	1	2	0	0.3	8	17	-2	-2.1
CCN(CC)CCN(C(=O)c1ccccc1OC)c1nc2ccc(F)cc2s1	nt	nt	-13	-2	3	-1.4	0	2	3	-0.7

An excerpt from above in order of length of the SMILES, rising:
SMILES	BoNT F protease	BioA inh	Rv3671c protease	CCHFV vOTU inh	GDH-TPI inh	FadD28 FP inh	MazF activator	DUSP3 inh	FBA Mtb inh	Mtb UGM inh
CC1c2ccccc2SC(CCCN(C)C)c2ccccc21 (stereo not given)	-6	nt	-5	5	6	-4.1	13	36	0	1.4
Cc1ccc(SCC(=O)OCC(=O)NC2(C#N)CCCCC2)cc1	-11	-0.6	nt	-4	-5	-1.0	-2	-9	1	-1.2
CCN(CC)CCN(C(=O)c1ccccc1OC)c1nc2ccc(F)cc2s1	nt	nt	-13	-2	3	-1.4	0	2	3	-0.7
COC(=O)c1ccc(CN2CCN(Cc3ccc(C(=O)OC)o3)CC2)o1	0	-0.9	4	-11	12	-0.5	-2	15	2	-2.9
COc1ccc(-c2csc(NC(=O)c3ccccc3OC)c2C(=O)O)cc1OC	-8	0.7	-3	13	-6	-2.5	1	6	1	-0.3
CCC1(CC)NC(=O)N(CC(=O)OCC(=O)Nc2ccccc2OC(F)F)C1=O	nt	-0.2	-1	10	-2	1.1	4	nt	0	-2.8
COc1cc(S(=O)(=O)N2CCN(Cc3ccc4c(c3)OCO4)CC2)ccc1NC(C)=O	4	-0.3	-2	-4	-8	-3.5	nt	nt	1	-2.2
CCOC(=O)N1CCN(S(=O)(=O)N2CCCC(C(=O)NCCc3ccc(C)cc3)C2)CC1 (stereo not given)	-1	-1.6	1	2	0	0.3	8	17	-2	-2.1
Cn1c(N)c(C(=O)COC(=O)c2cc(C(F)(F)F)nc3ccccc23)c(=O)n(Cc2ccccc2)c1=O	nt	nt	-15	nt	nt	nt	-20	8	nt	1.5

Carrying on:
SMILES	BoNT F protease	BioA inh	Rv3671c protease	CCHFV vOTU inh	GDH-TPI inh	FadD28 FP inh	MazF activator	DUSP3 inh	FBA Mtb inh	Mtb UGM inh
O=C(COC(=O)Cc1cccc(F)c1)NC(=O)NC1CCCCC1	2	-0.9	nt	-3	-10	-1.9	1	nt	-1	nt
O=C(CCc1ccccc1)NNC(=S)NC(=O)c1ccccc1	-6	0.4	4	-2	17	-0.2	3	30	1	-0.4
CCN(C(=O)COC(=O)/C=C/c1ccc(Cl)c(Cl)c1)c1c(N)n(Cc2ccccc2)c(=O)[nH]c1=O	-4	-0.6	nt	1	-2	-0.6	-8	nt	1	nt
O=C(c1ccc(Cl)c(S(=O)(=O)N2CCOCC2)c1)N1CCc2ccccc2C1	4	10.0	1	8	8	-1.3	2	nt	3	-0.2
COc1ccc(/C=N/NC(N)=S)cc1	-8	-1.0	-3	24	12	-1.3	2	21	-4	-0.2
CCOc1ccccc1NC(=O)c1oc2ccccc2c1NC(=O)C1CCCO1 (stereo not given)	1	nt	0	-2	1	-3.8	4	26	5	-0.3

Rows are unselected; any-hit rate near 4.9%.
